tim23-1 inh: growth inhibitors of tim23-1 mutant yeast; actives 1.3% (n = 330,000); AID 463212; S. cerevisiae tim23-1 growth, BacTiter-Glo luminescence, 24 h; inhibition, % at 20 µM;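 active = growth inhibition of the mutant yeast at or above 50%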;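 also: temperature-sensitive mutant grown at 25 °C; plate controls were DMSO-treated mutant yeast for no effect and medium wells lacking yeast for full effect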
697 NFkB inh: inhibitors of the PMA/ionomycin-induced NF-kB reporter in 697 B cells; 697 B-cell NF-kB luciferase reporter, 16 h; inhibition, % at 4 µM; actives 0.33% (n = 330,000); AID 435022; in the data active = inhibition above about 35%
APJ ag: activates the human apelin receptor APJ; P35414; CHO-K1 APJ PathHunter beta-arrestin, luminescence; 0% DMSO wells, 100% apelin; activation, % at 20 µM; actives 0.11% (n = 330,000);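 active = activation more than six SD over the plate average, tested at 20 µM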;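 also: 0% = DMSO alone and 100% = apelin-13 at 10 nM; some results filed as inactive read as strong as hits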
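system = engineered CHO-K1 APJ arrestin reporter cells | input = 1000 cells per well | timing = overnight seeding, 90 min compound at 25 °C, 1 h detection | measured by = enzyme-fragment complementation luminescence | read-out = beta-arrestin recruitment to APJ as agonist activity, luminescent signal | control set = negative DMSO alone, positive Apelin-13 at 10 nM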
Mdm2-MdmX inh: human Mdm2/MdmX binding inhibition | O15151+Q00987 | SaOS-2 split-luciferase Mdm2/MdmX complementation, luminescence | inhibition, % at 8 µM | actives 3% (n = 330,000) | AID 485346;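 active = inhibition of at least 50% at 8 µM in the primary screen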
Target sequence (O15151 whole entry, looked up): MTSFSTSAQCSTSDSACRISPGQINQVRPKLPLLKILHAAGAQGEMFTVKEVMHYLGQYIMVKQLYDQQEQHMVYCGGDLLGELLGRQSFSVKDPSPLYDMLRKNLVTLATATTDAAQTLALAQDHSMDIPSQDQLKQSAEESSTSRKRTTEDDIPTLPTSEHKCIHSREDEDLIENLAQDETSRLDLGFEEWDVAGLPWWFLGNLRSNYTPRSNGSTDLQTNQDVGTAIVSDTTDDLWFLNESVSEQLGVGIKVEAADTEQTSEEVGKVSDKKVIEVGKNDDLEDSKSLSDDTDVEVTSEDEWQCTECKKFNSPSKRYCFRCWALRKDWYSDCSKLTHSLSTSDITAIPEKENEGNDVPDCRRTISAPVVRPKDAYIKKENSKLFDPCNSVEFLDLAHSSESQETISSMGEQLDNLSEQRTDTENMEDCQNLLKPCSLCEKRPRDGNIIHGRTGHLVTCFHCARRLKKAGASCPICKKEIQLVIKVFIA
Target sequence (Q00987 whole entry, looked up): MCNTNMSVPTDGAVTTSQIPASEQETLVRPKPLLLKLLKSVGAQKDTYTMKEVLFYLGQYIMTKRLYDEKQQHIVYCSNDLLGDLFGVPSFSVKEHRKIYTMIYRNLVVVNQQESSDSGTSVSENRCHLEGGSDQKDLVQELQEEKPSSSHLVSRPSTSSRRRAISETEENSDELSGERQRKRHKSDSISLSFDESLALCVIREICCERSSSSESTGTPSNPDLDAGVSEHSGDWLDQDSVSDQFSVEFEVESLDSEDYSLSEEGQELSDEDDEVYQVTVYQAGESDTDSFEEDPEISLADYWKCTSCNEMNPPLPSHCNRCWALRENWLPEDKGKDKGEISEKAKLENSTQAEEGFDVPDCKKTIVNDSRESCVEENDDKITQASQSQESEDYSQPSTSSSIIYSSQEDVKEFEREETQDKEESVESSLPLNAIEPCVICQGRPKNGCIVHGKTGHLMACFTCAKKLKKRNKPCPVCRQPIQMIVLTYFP
APJ antag: antagonists of human APJ apelin receptor. AID 2521. inhibition, % at 20 µM. CHO-K1 APJ beta-arrestin complementation, luminescence. actives 0.32% (n = 330,000). P35414;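 active = inhibition above about 40% at 20 µM, limit read from the data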;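 also: cells challenged with 10 nM apelin-13 agonist together with compound; plate controls were apelin-13 plus DMSO wells for no effect and DMSO wells lacking apelin-13 for full effect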
CHOP UPR activ: activators of apoptotic arm of unfolded protein response (CHOP) | CHO-CHOP luciferase reporter, UPR activation, luminescence; percent of tunicamycin response over DMSO baseline | activation, % at 10 µM | actives 0.34% (n = 330,000) | AID 449763;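 active = at 10 µM dose, activation of 40% or more, normalized to positive control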;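 also: 100% = tunicamycin at 10 µg/mL and 0% = DMSO alone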
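measured by = luciferase luminescence | assay system = CHO-CHOP cells, stable luciferase reporter of PERK-eIF2a-CHOP signalling | amount = 500 reporter cells seeded per well | timing = 6 h compound exposure at 37 °C after overnight seeding | controls = positive tunicamycin 10 µg/mL, negative DMSO alone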
XBP1 UPR activ: adaptive UPR (XBP1) activation. CHO-XBP1 luciferase reporter, IRE1-XBP1 UPR activation, luminescence; percent of tunicamycin response, DMSO as zero. activation, % at 20 µM. actives 0.33% (n = 330,000). AID 463104;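 active = versus positive control, 20 µM dose yields 30% or more activation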;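 also: 100% = tunicamycin at 10 µg/mL and 0% = DMSO only wells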
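Material: CHO cell line with stable XBP1 luciferase reporter; buffer or medium: F12 medium containing 10% fetal bovine serum; compound: single point, 20 µM final compound, 1% DMSO; incubation: 6 h treatment, 37 °C; measured by: glow luminescence from Steady-Glo reagent; evaluation: activation, % of tunicamycin; control set: tunicamycin high, DMSO low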
Jurkat NFkB inh: lowers PMA/ionomycin-induced NF-kB signal in Jurkat cells | PMA/ionomycin-induced NF-kB luciferase reporter, luminescence | actives 0.53% (n = 330,000) | inhibition, % at 4 µM | AID 435003; in the data active = inhibition above about 50%
* marks the source's active call; other numbers are inactive results. Not a hit list (roughly 5% active in at least one column).

SMILES	tim23-1 inh	697 NFkB inh	APJ ag	Mdm2-MdmX inh	APJ antag	CHOP UPR activ	XBP1 UPR activ	Jurkat NFkB inh
CCC(C)NC(=O)N[C@@H](Cc1ccccc1)C(=O)O (some centres not stated)	11	-44	2	-21	-24	0.9	-7	-29
Cc1cc[n+](-c2[nH]c(=O)sc2/C=N/N=C(\[O-])c2ccccc2)cc1	-4	8	-5	2	6	1.5	0	7
O=C(Cc1ccccc1F)Nc1nc(-c2cccnc2)cs1	-10	9	-4	21	-2	3.1	1	4
CCC(C)(C)NC(=O)C(c1ccc(O)cc1)N(C(=O)Cn1nnc2ccccc21)c1ccc(NC(C)=O)cc1 (configuration not stated)	7	-47	-4	8	4	-0.5	2	-2
O=C(Cc1cccc2ccccc12)N/N=C/c1ccc(Sc2nc3ccccc3s2)o1	11	-6	-9	30	-7	0.5	-1	-25
CNC(=S)Nc1sc2c(c1C(=O)OC)CCC2	-3	5	-1	21	13	-0.2	3	8
COc1ccc(N2CCN(C(=O)Nc3cccc(C(F)(F)F)c3)CC2)cc1	-8	-6	2	-4	4	-0.7	-4	-4
O=C(NCCCN1CCOCC1)c1ccc(CNS(=O)(=O)c2ccc(Br)cc2)cc1	5	2	-1	28	-2	0.7	0	11
O=C(CSc1nnc(Cc2ccccc2)o1)Nc1ccccc1	5	8	-5	13	8	1.8	-2	-2
CC(C)(C)c1ccc(C(=O)Nc2cccc3ncccc23)cc1	35	-11	3	19	-3	3.0	-2	15
Cc1ccccc1C(=O)NCC(=O)OCC(=O)NC(C)C1CC2CCC1C2 (configuration not stated)	1	17	-2	12	4	-2.3	-5	9
O=C(CNC(=O)N1CC(=O)Nc2ccccc21)Nc1cc(Cl)ccc1Cl	12	-1	-1	-1	-40	-2.6	-5	6
CCOc1ccc(CCNC(=O)c2cccc(NC3=NC4CS(=O)(=O)CC4S3)c2)cc1 (configuration not stated)	5	8	0	-8	-6	-1.8	1	-4
COc1ccc(CN2CN(C(C)C)CSC2=S)cc1	43	16	-7	64*	13	0.5	-2	-8
Cc1ccc(-n2nc(C)c3cc(C(=O)O)sc32)cc1	11	6	-1	13	9	-0.2	0	6
CC1CCCN(CCC(=O)Nc2ccc(F)c(F)c2)C1 (configuration not stated)	-6	17	-4	9	15	1.2	-2	3
CCOC(=O)Nc1cc(C)ccc1OC	-7	17	-20	15	11	-1.3	1	0
Cc1ccc(NC(=O)COc2cccnc2[N+](=O)[O-])cc1S(=O)(=O)N1CCCCC1	5	-18	-2	23	5	3.2	0	6
Cc1cccc(N2CCN(C(=O)C3CCN(S(=O)(=O)c4cccc5cccnc45)CC3)CC2C)c1 (configuration not stated)	14	8	4	-5	-10	3.8	0	0
Cc1c(OCC(=O)N2CCC(C(=O)O)CC2)ccc2c3c(c(=O)oc12)CCC3	0	-3	2	0	9	-0.2	-2	2
COc1cccc(/C=C2\CCc3ccccc3C2=O)c1	38	-243	-3	-1	13	0.0	-6	-95
CC(NCc1ccc2c(c1)OCO2)C(=O)N1CCc2ccccc21 (configuration not stated)	-3	9	-3	-4	-20	0.4	0	12
Cc1cccc(CN2C(=O)N/C(=C/c3cc(C)n(-c4ccccn4)c3C)C2=O)c1	23	-5	-4	14	-19	6.0	0	8
COCCNC(=O)c1ccc(NC(=O)C2(c3ccccc3)CCCC2)cc1	26	-10	-1	1	-18	-0.8	1	-8
COc1ccc(NC(=S)NC2CCCCC2)cn1	-3	-9	-2	-8	8	1.8	0	-2

Sorted by count of non-hydrogen atoms (low to high): part of the list above.
SMILES	tim23-1 inh	697 NFkB inh	APJ ag	Mdm2-MdmX inh	APJ antag	CHOP UPR activ	XBP1 UPR activ	Jurkat NFkB inh
CNC(=S)Nc1sc2c(c1C(=O)OC)CCC2	-3	5	-1	21	13	-0.2	3	8
CCC(C)NC(=O)N[C@@H](Cc1ccccc1)C(=O)O (some centres not stated)	11	-44	2	-21	-24	0.9	-7	-29
CC1CCCN(CCC(=O)Nc2ccc(F)c(F)c2)C1 (configuration not stated)	-6	17	-4	9	15	1.2	-2	3
O=C(Cc1ccccc1F)Nc1nc(-c2cccnc2)cs1	-10	9	-4	21	-2	3.1	1	4
O=C(CSc1nnc(Cc2ccccc2)o1)Nc1ccccc1	5	8	-5	13	8	1.8	-2	-2
O=C(CNC(=O)N1CC(=O)Nc2ccccc21)Nc1cc(Cl)ccc1Cl	12	-1	-1	-1	-40	-2.6	-5	6
Cc1ccccc1C(=O)NCC(=O)OCC(=O)NC(C)C1CC2CCC1C2 (configuration not stated)	1	17	-2	12	4	-2.3	-5	9
Cc1c(OCC(=O)N2CCC(C(=O)O)CC2)ccc2c3c(c(=O)oc12)CCC3	0	-3	2	0	9	-0.2	-2	2
Cc1cccc(CN2C(=O)N/C(=C/c3cc(C)n(-c4ccccn4)c3C)C2=O)c1	23	-5	-4	14	-19	6.0	0	8
Cc1ccc(NC(=O)COc2cccnc2[N+](=O)[O-])cc1S(=O)(=O)N1CCCCC1	5	-18	-2	23	5	3.2	0	6
O=C(Cc1cccc2ccccc12)N/N=C/c1ccc(Sc2nc3ccccc3s2)o1	11	-6	-9	30	-7	0.5	-1	-25
Cc1cccc(N2CCN(C(=O)C3CCN(S(=O)(=O)c4cccc5cccnc45)CC3)CC2C)c1 (configuration not stated)	14	8	4	-5	-10	3.8	0	0
CCC(C)(C)NC(=O)C(c1ccc(O)cc1)N(C(=O)Cn1nnc2ccccc21)c1ccc(NC(C)=O)cc1 (configuration not stated)	7	-47	-4	8	4	-0.5	2	-2

Remaining list, next part
SMILES	tim23-1 inh	697 NFkB inh	APJ ag	Mdm2-MdmX inh	APJ antag	CHOP UPR activ	XBP1 UPR activ	Jurkat NFkB inh
COc1ccc2[nH]c3c(c2c1)CN(C)CC3	1	8	-4	9	10	-0.6	0	0
O=C(O)CCC(=O)N1N=C(c2ccccc2)CC1c1ccc(Br)cc1 (configuration not stated)	0	-10	-3	3	19	3.1	-2	1
COc1ccc(C(=O)c2ccc(CC(=O)O)s2)cc1	13	31	-1	-22	6	-4.7	-3	11
COc1ccc(NS(=O)(=O)c2cc(OC)ccc2NC(=O)c2cc(C)oc2C)cc1	1	-34	-5	51*	12	-1.1	-8	37
CC1(C)Cc2cccc(OCC(=O)Nc3ccccc3F)c2O1	12	8	-2	18	22	-0.4	0	16
O=C(C1CCCN(c2ncnc3c2nc2n3CCCCC2)C1)N1CCCCC1 (configuration not stated)	25	-3	3	8	18	2.0	-2	8
Cc1nn(C)c(C)c1NC(=O)CSc1nc(Cc2ccccc2)nc2c1cnn2-c1ccccc1	12	-42	-3	94*	-14	-2.0	1	-8
O=C1CCC([N+](=O)[O-])C(c2ccccc2Br)N1 (configuration not stated)	-1	-10	1	-18	2	0.1	0	5
CCn1c(=NC(=O)CS(=O)(=O)c2ccc(F)cc2)sc2cccc(OC)c21	30	-17	1	-8	-65	3.4	0	9
Cc1cc(NC(=O)Nc2cccc(Cl)c2)n(-c2ccccn2)n1	70*	6	3	21	5	0.7	7	7
O=C(Nc1ccccc1)NC1(C(=O)NCCCN2CCOCC2)CCCCC1	9	10	0	25	-5	-1.2	-3	-17
O=C(c1cccc(S(=O)(=O)NCc2ccccc2)c1)N1CCN(c2cccc(C(F)(F)F)c2)CC1	-1	-85	3	62*	10	2.5	-2	-6
O=S(=O)(c1ccc(F)cc1)c1nc(-c2ccco2)oc1Nc1ccc(F)cc1	41	5	-4	-12	8	0.2	0	-10
Cc1ccccc1NC(=O)c1nc[nH]c1C(=O)NCc1ccccc1	-6	-68	-4	19	16	-0.8	6	-24
CC(NS(=O)(=O)c1ccc(F)cc1)C(c1cccs1)N1CCN(C)CC1 (configuration not stated)	3	14	2	26	1	1.6	-2	5
CCN(C(=O)CSc1cc(C)c2ccccc2n1)C1CCS(=O)(=O)C1 (configuration not stated)	19	-1	-3	-2	1	-0.3	-1	-8
CCOc1ccc(-c2nn[nH]n2)cc1	0	-7	0	-7	-7	0.1	1	-12
CCN(C(=O)COC(=O)c1ccc2ccccc2n1)c1c(N)n(Cc2ccccc2)c(=O)[nH]c1=O	8	17	-4	22	4	-1.0	1	-2
O=C(c1ccc([N+](=O)[O-])cc1)c1cc2ccc(O)cc2oc1=O	-5	19	0	17	4	-0.9	-1	3
CCCCCCC(=O)Nc1ccc(C(=O)N2CCCC2)cc1	17	13	5	2	18	-1.4	1	-1
CC(=O)c1ccc(NC2CC(O)C(O)CO2)cc1 (configuration not stated)	0	8	-5	22	10	0.9	2	10
COC(=O)c1sc2nc(N3CCCCC3)c3c(c2c1N)CCCC3	20	-14	5	7	-27	-2.3	12	-14
O=C1C2C3C=CC(C3)C2C(=O)N1/N=C/c1ccc(-c2ccccc2[N+](=O)[O-])o1 (configuration not stated)	5	-12	4	-10	-22	4.7	2	11
COc1ccc(N2C(=O)NC(NC(=O)c3ccncc3)(C(F)(F)F)C2=O)cc1 (configuration not stated)	-4	3	-3	-2	-11	-1.5	1	18
Cc1nc2c(nnn2Cc2ccccc2)c(=O)n1-c1ccccc1	11	-11	1	-9	16	-0.8	0	-4
Further compounds
SMILES	tim23-1 inh	697 NFkB inh	APJ ag	Mdm2-MdmX inh	APJ antag	CHOP UPR activ	XBP1 UPR activ	Jurkat NFkB inh
O=S(=O)(NCCC1=CCCCC1)c1c(Cl)cccc1Cl	8	-17	-3	5	-1	-0.6	0	4
CCC(=O)N1CCN(c2ccccc2NC(=O)c2ccc([N+](=O)[O-])o2)CC1	42	4	6	39	-52	1.3	0	16
Cc1noc(C)c1C(=O)OCC(=O)/C=C1\N(C)c2ccccc2C1(C)C	14	-14	0	-5	-4	-2.8	4	10
CCCCCSc1nc(N2CCOCC2)c2c(c1C#N)CC(C)(C)OC2	18	-25	2	3	12	-0.7	-3	-7
Cc1nn(-c2ccccc2)c2[nH]c(=O)cc(C(F)F)c12	15	11	-3	-1	6	-1.9	2	-6
CCN(CC)c1nc(OC)nc(-n2nnc(C(C)=O)c2C)n1	17	-4	-4	6	-15	-3.6	2	4
COc1cccc(-n2nnc3c(=O)n(Cc4ccccc4F)cnc32)c1	14	-3	-4	0	14	1.2	-1	-13
CCCn1c(CCNc2nc(-c3ccc(OC)cc3)cs2)nc2ccccc21	15	0	1	24	-17	2.7	2	7
CSCCC(NS(=O)(=O)c1ccccc1F)C(=O)NCc1cccs1 (configuration not stated)	16	17	-5	-18	-2	-2.3	-2	10
O=C(Nc1cccc(NC(=O)c2ccco2)c1)c1cnccn1	-3	-29	2	7	38	-0.7	1	-14
CCc1nn(CC(=O)NC2CCN(Cc3ccccc3)CC2)c(=O)c2cc3cc(F)ccc3n12	-12	4	-1	58*	-3	3.8	-5	20

3 compounds from above, reduced to Mdm2-MdmX inh.
molecule | Mdm2-MdmX inh
O=C(Cc1cccc2ccccc12)N/N=C/c1ccc(Sc2nc3ccccc3s2)o1 | 30
O=C(c1ccc([N+](=O)[O-])cc1)c1cc2ccc(O)cc2oc1=O | 17
Cc1ccc(NC(=O)COc2cccnc2[N+](=O)[O-])cc1S(=O)(=O)N1CCCCC1 | 23
